# eIF4E 4G PPI: eIF4E–eIF4G protein interaction inhibitors, primary screen, biochemical, uHTS, TR-FRET, eIF4GI fragment. actives 0.37% (n = 220,000). inhibition, % at 21.7 µM. TR-FRET eIF4E-eIF4GI(517-606) binding, 2 h;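 also: 0% = full FRET control wells and 100% = background wells lacking eIF4GI fragment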
# KLK5 inh: human KLK5 protease inhibitors, primary screen, biochemical, 1536-well; recombinant hK5, fluorogenic AMC substrate cleavage; inhibition, % at 5 µM; actives 0.59% (n = 210,000); AID 873, 2007;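 active = inhibition of 40% or more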;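 also: 0% = enzyme controls without compound and 100% = no-enzyme blanks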
# Target sequence (Q9Y337 67-293 limits assumed): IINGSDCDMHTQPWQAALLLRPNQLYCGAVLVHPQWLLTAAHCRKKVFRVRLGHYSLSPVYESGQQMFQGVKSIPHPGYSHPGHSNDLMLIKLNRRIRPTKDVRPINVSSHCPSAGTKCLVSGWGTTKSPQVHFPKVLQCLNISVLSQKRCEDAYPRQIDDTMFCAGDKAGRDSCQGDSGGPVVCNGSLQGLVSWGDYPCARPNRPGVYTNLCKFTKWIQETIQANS
# p47phox inh: p47phox/p22phox peptide binding inhibitors, primary screen, biochemical, uHTS, NADPH oxidase regulatory subunit | Neutrophil cytosol factor 1 (Homo sapiens), P14598 | fluorescence polarization, 2 h | inhibition, % at 24.7 µM | actives 0.53% (n = 220,000) | AID 1274, 2008;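 also: 0% = p47phox with labelled peptide and 100% = labelled peptide alone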
# Cl transport mod: KCC2 cotransporter modulators, thallium flux, primary screen, cell-based, HEK293 KCC2, FluoZin-2 fluorescence, MLSMR; AID 1456, 2008; actives 2.2% (n = 190,000); Solute carrier family 12 member 5 (Homo sapiens), Q9H2X9; KCC2 cells, thallium flux FluoZin-2 fluorescence; B-score of Tl+ flux slope (higher = more flux/activation; lower = inhibition) at 10 µM;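 active = thallium flux slope and its plate-corrected score both differing from the plate sample mean at a set confidence after two filtering rounds, in either direction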;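 also: slope of fluorescence scaled to starting intensity during 10 to 20 s after thallium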
# EBV gp42 inh: Epstein-Barr virus gp42 inhibitors, primary screen, biochemical, uHTS, fluorescence polarization; Glycoprotein 42 (Epstein-Barr virus (strain AG876)), Q1HVG2; Fluorescence polarization binding assay, mP read-out; inhibition, % (tested at 21.74 µM); actives 0.42% (n = 220,000); in the data active = inhibition above about 50%
# Target sequence (Q1HVG2 whole entry, looked up): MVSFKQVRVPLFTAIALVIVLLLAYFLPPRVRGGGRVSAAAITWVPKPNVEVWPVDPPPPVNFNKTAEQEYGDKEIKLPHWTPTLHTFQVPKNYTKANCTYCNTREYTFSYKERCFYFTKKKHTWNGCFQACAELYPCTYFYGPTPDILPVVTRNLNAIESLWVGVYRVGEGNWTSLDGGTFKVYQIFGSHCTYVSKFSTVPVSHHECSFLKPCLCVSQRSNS
# thrombin 1536: human alpha-thrombin inhibitors, primary screen, counter-screen for coagulation protease inhibitor project, biochemical, 1536-well, fluorogenic AMC substrate | inhibition, % at 5 µM | actives 0.26% (n = 220,000) | Prothrombin (Homo sapiens), P00734 | Boc-VPR-AMC fluorogenic substrate cleavage | AID 1046, 2008;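 active = inhibition at or above 40%; inactive = inhibition below 40%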;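 also: 0% = enzyme with no compound and 100% = wells without enzyme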
#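 Test system: human alpha-thrombin protein / Dosing: one concentration per compound, 5 µM, with 0.2% DMSO / Medium: pH 7.5 Tris-saline with Tween 20 / Benchmarks: no-compound enzyme wells and no-enzyme blanks / Read-out basis: percent inhibition of thrombin substrate cleavage / Timing: reaction at room temperature / Measured by: fluorescence, ex 355 nm, em 460 nm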
# 14-3-3 Bad PPI: inhibitors of 14-3-3 zeta/Bad binding, primary screen, biochemical, TR-FRET, bovine 14-3-3 zeta; actives 0.71% (n = 220,000); AID 781, 2007; inhibition, % at 21.7 µM; 14-3-3 protein zeta/delta (Bos taurus), P63103; TR-FRET 14-3-3zeta/Dy647-pBad peptide displacement, 1 h;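 active = inhibition above about 70%, limit read from the data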;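 also: 0% = full 14-3-3 plus peptide FRET controls and 100% = background without 14-3-3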
# Target sequence (P63103 whole entry, looked up): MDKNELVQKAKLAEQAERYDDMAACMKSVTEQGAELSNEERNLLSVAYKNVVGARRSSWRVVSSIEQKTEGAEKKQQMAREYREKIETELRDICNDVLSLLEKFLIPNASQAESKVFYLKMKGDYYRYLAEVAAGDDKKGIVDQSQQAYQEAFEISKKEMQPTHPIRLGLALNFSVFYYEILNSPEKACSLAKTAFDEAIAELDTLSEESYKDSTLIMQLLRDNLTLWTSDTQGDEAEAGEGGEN
# Furin inh: human furin inhibitors, primary screen, biochemical, fluorescence intensity | inhibition, % at 30 µM | P09958 | purified furin, fluorogenic substrate cleavage | actives 0.061% (n = 220,000); in the data active = inhibition above about 25%; also: inactives centre near -15
# Rad51 HR inh: human RAD51 strand exchange inhibitors, primary screen, biochemical, fluorescence; inhibition, % at 10 µM; DNA repair protein RAD51 homolog 1 (Homo sapiens), Q06609; hRad51 DNA strand exchange, fluorescence dequenching; actives 0.085% (n = 200,000);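 active = inhibition above 40% at the single screening dose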;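 also: 0% = DMSO control wells and 100% = blanks with heterologous ssDNA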
# Target sequence (Q06609 whole entry, looked up): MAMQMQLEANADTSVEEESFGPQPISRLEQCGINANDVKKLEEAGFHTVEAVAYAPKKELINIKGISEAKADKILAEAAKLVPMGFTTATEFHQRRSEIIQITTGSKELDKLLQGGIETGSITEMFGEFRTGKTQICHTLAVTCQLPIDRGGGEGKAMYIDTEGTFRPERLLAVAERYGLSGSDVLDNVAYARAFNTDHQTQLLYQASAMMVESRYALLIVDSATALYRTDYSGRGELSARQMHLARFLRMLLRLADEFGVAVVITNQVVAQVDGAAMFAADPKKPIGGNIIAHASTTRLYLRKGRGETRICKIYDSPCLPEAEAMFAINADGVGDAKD
#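 Read-out basis: percent inhibition relative to plate controls and blanks / Assay system: human Rad51 nucleoprotein filaments preassembled on unlabelled ssDNA / Timing: filaments 15 min 37 °C, then compound 30 min / Control set: per-plate controls and blanks / Technique: fluorescence dequenching at 485/520 nm / Compound: 10 µM final, single point / Also added: Fluorescein- and BHQ1-tagged 47-mer duplex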
# Starred values were filed as active, the others as inactive; . = not tested or not shown; [ ] = remark or other dose.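 The calls were made as follows, unless noted: active = inhibition above about 30% (limit read from the data); inactive = the rest.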 This is a random part of the collection; overall some 4.7% were active at least once.
[1] COc1ccc(S(=O)(=O)N2CCOCC2)cc1NS(=O)(=O)/C=C/c1ccccc1
[2] COc1ccccc1NC(=S)NNC(=O)c1ccc(Cl)cc1Cl
[3] Cn1c(C(=O)OCC(=O)NCC2CCCO2)cc2sccc21 (centres undefined)
[4] c1ccc(-c2noc(CSc3nc4ccccc4o3)n2)cc1
[5] O=C(CSc1ccc2ccccc2c1)Nn1cnnc1
[6] COc1cccc(OC)c1-c1nn2c(-c3cc(-c4ccccc4)n[nH]3)nnc2s1
[7] COC(=O)c1c(N2C(=O)[C@H]3[C@@H](C2=O)[C@]2(C(=O)Nc4ccc(C)cc42)N2CCC[C@@H]32)sc(C)c1C
[8] C=CCn1c(SCc2ccc([N+](=O)[O-])cc2)nnc1C(C)NC(=O)c1ccccc1 (centres undefined)
screen / no.,1,2,3,4,5,6,7,8
eIF4E 4G PPI,1,-3,3,0,-10,-216[fluorescence artefact?],3,7[fluorescence artefact?]
KLK5 inh,11,-79,0,-3,-22,-16,-16,16
p47phox inh,-10,-12,-5,-7,-2,54*,-20,0
Cl transport mod,-0.18,0.54,-0.15,.,.,0.33,-1.2,0.39
EBV gp42 inh,-7,-11,-6,-8,-6,-139,-2,7
thrombin 1536,-8,1,-8,1,-9,0,1,11
14-3-3 Bad PPI,-22,-12,3,7,-21[fluorescence artefact?],-31[fluorescence artefact?],50,-7[fluorescence artefact?]
Furin inh,-29,-20[20 µM],-22[20 µM],-26,-26[20 µM],-27,-13,-22
Rad51 HR inh,-27,-6,-8,.,-10,5,14,-3

# Overlap with the part before: 4 entries, then new ones.
[5] O=C(CSc1ccc2ccccc2c1)Nn1cnnc1
[6] COc1cccc(OC)c1-c1nn2c(-c3cc(-c4ccccc4)n[nH]3)nnc2s1
[7] COC(=O)c1c(N2C(=O)[C@H]3[C@@H](C2=O)[C@]2(C(=O)Nc4ccc(C)cc42)N2CCC[C@@H]32)sc(C)c1C
[8] C=CCn1c(SCc2ccc([N+](=O)[O-])cc2)nnc1C(C)NC(=O)c1ccccc1 (centres undefined)
[9] COc1cc(C2C(C(N)=O)=C(C)Nc3nc(CCCO)nn32)cc(OC)c1OC (centres undefined)
[10] O=C(Nc1cccc(S(=O)(=O)N2CCCCC2)c1)c1ccc2ncsc2c1
[11] Cc1ccc(Nc2nc(-c3ccc(C)cc3)c(CC(=O)O)s2)cc1
[12] O=C(NNc1ccc([N+](=O)[O-])cc1[N+](=O)[O-])C1C2CCCCC21 (centres undefined)
[13] CCOc1ccc(C(C)NC(=O)C2CCC2)cc1 (centres undefined)
[14] CCOc1ccc(OCC)c(S(=O)(=O)n2cc(C)nc2CC)c1
[15] C=CCn1c(SC2CCOC2=O)nc2scc(C3CC3)c2c1=O (centres undefined)
[16] O=C(c1ccc(Cl)cc1)N1CCCOC1
screen / no.,5,6,7,8,9,10,11,12,13,14,15,16
eIF4E 4G PPI,-10,-216[fluorescence artefact?],3,7[fluorescence artefact?],-1,-3,-1,-2,1,0,-20[fluorescence artefact?],4[fluorescence artefact?]
KLK5 inh,-22,-16,-16,16,-8,7,4,-2,-4,0,-8,-25
p47phox inh,-2,54*,-20,0,-13,-21,-12,-9,19,-2,-22,0
Cl transport mod,.,0.33,-1.2,0.39,0.043,0.056,-3.2*,.,0.3,.,.,0.79
EBV gp42 inh,-6,-139,-2,7,-9,-9,-5,-21,34,7,1,-14
thrombin 1536,-9,0,1,11,-2,1,-1,3,-6,-4,4,-10
14-3-3 Bad PPI,-21[fluorescence artefact?],-31[fluorescence artefact?],50,-7[fluorescence artefact?],-5,12,-7,6,11,-6,3[fluorescence artefact?],5
Furin inh,-26[20 µM],-27,-13,-22,-21,-18,-31,-4,-28,-21,-18,-15[20 µM]
Rad51 HR inh,-10,5,14,-3,0,7,4,14,-6,18,0,-1

[17] COc1cc(C2c3sc(=O)[nH]c3SC3C(=O)N(c4ccc(C)cc4)C(=O)C32)ccc1O (centres undefined)
[18] CCOC(=O)C1CCN(C(=O)c2ccccc2N(C)S(=O)(=O)c2ccccc2)CC1
[19] O=C(NC(Cc1ccccc1)C(=O)O)/C(=C\c1ccco1)NC(=O)c1ccc(Br)cc1 (centres undefined)
[20] CCCCN(C(=O)c1ccc(NC(=O)C(C)C)cc1)c1ccccc1
[21] Cc1cc(=O)[nH]c(N=N/C(=N/Nc2ccccc2C)c2ccccc2)n1
[22] CC(C)(C)CC(C)(C)NC(=S)Nc1ccc2nc(-c3ccccn3)c(-c3ccccn3)nc2c1
[23] COc1ccc(NC(=S)Nc2cc(C)ccn2)c(OC)c1
[24] O=C(c1ccco1)N1CCN(S(=O)(=O)c2ccc3c(c2)CCN3C(=O)C2CCC2)CC1
screen / no.,17,18,19,20,21,22,23,24
eIF4E 4G PPI,-4,-1,2,-7,-14,-50,-7,-1
KLK5 inh,-2,-18,0,-22,-12,-6,-4,1
p47phox inh,-10,-3,-15,-20,-21,-24,-6,-10
Cl transport mod,-1,0.45,-0.48,0.091,1.3,-2.8,0.79,-0.12
EBV gp42 inh,-4,16,-9,-5,-12,-5,-15,-12
thrombin 1536,0,-3,-13,3,-1,-4,-1,-1
14-3-3 Bad PPI,-4,-13[fluorescence artefact?],1,-9,0[fluorescence artefact?],-7,5,6
Furin inh,-26,-4,-16[20 µM],-24,-3[20 µM],-34,-20[20 µM],-18[20 µM]
Rad51 HR inh,1,-2,.,-3,2,-10,5,2

[25] C(=N\Nc1nc(N2CCCC2)nc(N2CCCC2)n1)/c1cccnc1
[26] CCCCOCCCNC(=O)c1c(-c2ccccc2)noc1C
[27] Cc1cc(C)c(S(=O)(=O)N2CCN(C)CC2)c(C)c1
[28] C/C(=C\C(=O)c1ccc(F)cc1)NCc1ccc2c(c1)OCO2
[29] COCCN1C(=O)c2ccccc2C(C(=O)NCCCN2CCCC2)C1c1c[nH]c2ccccc12 (centres undefined)
[30] Cc1ccc(Nc2nc(-c3sc(NC(=O)c4ccccc4)nc3C)cs2)cc1
[31] CCOC(=O)c1cnc2c(ccc3ccccc32)c1NCCO
[32] CCC(=O)Nc1ccc(C(=O)OCc2ccccc2Cl)cc1
screen / no.,25,26,27,28,29,30,31,32
eIF4E 4G PPI,-2,1,-2,-9,0,-11,-1,-2
KLK5 inh,0,2,-24,-5,-15,2,-12,-8
p47phox inh,-4,-4,0,-11,-8,-42,-15,-14
Cl transport mod,0.11,.,1.7,0.019,0.45,-0.014,-0.031,-1.2
EBV gp42 inh,-6,6,5,-11,-15,-14,-9,-14
thrombin 1536,-1,-5,-14,3,0,1,-1,-3
14-3-3 Bad PPI,-14,-1,7,0,6,42,-1[fluorescence artefact?],2
Furin inh,-16,-3,-5,-2,-12,-31[20 µM],-5[20 µM],-14[20 µM]
Rad51 HR inh,-4,-18,1,-9,-2,-26,14,1

# Complete entries, quoted from the list:
# C/C(=C\C(=O)c1ccc(F)cc1)NCc1ccc2c(c1)OCO2 is listed as eIF4E 4G PPI = -9; KLK5 inh = -5; p47phox inh = -11; Cl transport mod = 0.019; EBV gp42 inh = -11; thrombin 1536 = 3; 14-3-3 Bad PPI = 0; Furin inh = -2; Rad51 HR inh = -9
# CCCCOCCCNC(=O)c1c(-c2ccccc2)noc1C is listed as eIF4E 4G PPI = 1; KLK5 inh = 2; p47phox inh = -4; Cl transport mod = .; EBV gp42 inh = 6; thrombin 1536 = -5; 14-3-3 Bad PPI = -1; Furin inh = -3; Rad51 HR inh = -18

# Next section.
[33] CC1CCN(C(=O)Cn2c(=O)n(CCc3ccccc3)c(=O)c3ccccc32)CC1
[34] c1nc(N2CCCCCC2)c2[nH]cnc2n1
[35] CCOC(=O)C1CCCN(c2ncnc3c2oc2ccccc23)C1 (centres undefined)
[36] COc1ccccc1CNS(=O)(=O)c1ccc(NC(C)=O)cc1
[37] COc1ccc(N2CCN(C(=O)c3cccc(Cn4cc(Cl)cn4)c3)CC2)cc1
[38] CC(c1ccccc1)N1CCn2c(nc3cc(NS(C)(=O)=O)ccc32)C1 (centres undefined)
[39] Cc1csc(NC(=O)c2ccc(C(=O)Nc3nc(C)cs3)cc2)n1
[40] COC(=O)c1nnn(CC(=O)Nc2cc(Cl)ccc2C)c1C(=O)OC
screen / no.,33,34,35,36,37,38,39,40
eIF4E 4G PPI,0[fluorescence artefact?],-2,7,0,-3,3,4,-7
KLK5 inh,-6,-4,5,-15,-23,-8,-10,2
p47phox inh,-17,-12,-8,-2,-12,-17,-8,-11
Cl transport mod,-0.79,-0.32,.,.,1.3,0.84,-0.068,.
EBV gp42 inh,-7,-7,-15,-17,-5,-7,-19,3
thrombin 1536,-5,-2,-4,-11,-7,2,-2,-4
14-3-3 Bad PPI,-5,1,83*,0,-2,-11,-4,0
Furin inh,-18[20 µM],-18,-12,-16[20 µM],4[20 µM],-18,-10,-18[20 µM]
Rad51 HR inh,.,2,-7,2,4,19,9,-4

[41] O=C(NCCc1nc(-c2ccccc2)cs1)c1ccc(Br)cc1
[42] Cc1ccsc1C(=O)Nc1nnc(-c2ccco2)o1
[43] COc1ccc2[nH]c(=O)c(CN(C(=O)NC3CCCCC3)C3CCCCC3)cc2c1
[44] COc1ccc([N+](=O)[O-])cc1NC(=O)c1ccc(C)o1
[45] Cc1ccc([N+](=O)[O-])cc1NC(=O)c1ccc2c(c1)OCO2
[46] Cc1ccc(NC(=O)CS(=O)CC(=O)N(CC(=O)NC2CCCC2)c2cccc(C)c2C)cc1 (centres undefined)
[47] CCOC(=O)N1CCN(C(=O)c2ccc(OCC)c(OCC)c2)CC1
[48] O=S1(=O)CCN(Cc2ccc(Cl)c(Cl)c2)CC1
[49] Cc1cccc(C)c1OCC(=O)NNC(=O)c1ccoc1C
[50] O=C1C2C3C=CC(C3=C3CCCCC3)C2C(=O)N1Cc1ccccc1 (centres undefined)
[51] CCOC(=O)C(/C=C(\C#N)C(=O)OCC)=C(/N)N1CCN(c2ccc(Cl)cc2)CC1
screen / no.,41,42,43,44,45,46,47,48,49,50,51
eIF4E 4G PPI,5,3,3,-1,0,9,-2[fluorescence artefact?],-1,1[fluorescence artefact?],6,2[fluorescence artefact?]
KLK5 inh,-26,-14,-1,-9,0,-8,5,3,-7,6,-11
p47phox inh,-3,-28,-9,-4,2,-5,12,-3,-18,-11,-1
Cl transport mod,-3.6,.,-1.5,-0.12,2.6,0.5,-0.82,0.89,0.3,.,0.55
EBV gp42 inh,6,-16,-5,-12,-10,2,-28,-5,-9,0,-8
thrombin 1536,-12,1,1,-5,7,4,1,-8,1,1,-8
14-3-3 Bad PPI,0,9,12[fluorescence artefact?],-4,-1,-13,0,-13,-12,10,20[fluorescence artefact?]
Furin inh,-16,-21,-19,-16,-21,-3,7[20 µM],-9,-13,-26,-92[20 µM]
Rad51 HR inh,2,-38,-5,10,12,-4,-6,-9,-9,-2,3
